# PglD DTNB – PglD (C. jejuni) enzyme inhibition | AID 602405 | inhibition, % at 12.5 µM | actives 0.098% (n = 360,000) | purified PglD enzyme, DTNB colorimetric CoA detection; in the data active = inhibition above about 16%, passing the limit was not always enough; note: strong numbers were not always called active
# ARNT-TACC3 inh – ARNT/TACC3 interaction disruption; actives 0.66% (n = 390,000); AlphaScreen His-ARNT PAS-B/GST-TACC3 binding, luminescence; TACC3 fragment carries E629A point mutation; inhibition, % at 9.99 µM; Q9Y6A5;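 active = mean inhibition of replicates at least 50% and at least half of replicates each reaching 50%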;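 note: 0% = complete ARNT plus TACC3 wells and 100% = ARNT alone without TACC3; many hits fall short of the cut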
# Casp6 inh – blocks human caspase-6 cleavage activity; purified caspase-6, Z-VEID-R110 cleavage fluorescence; inhibition, % at 12.5 µM; actives 0.53% (n = 350,000);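 active = mean inhibition across replicates at least about 35%, with every replicate also reaching that limit, limit read from the data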;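 note: 0% = median of neutral control wells and 100% = no fluorescence left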
# ERp5 inh – ERp5 (human) disulfide isomerase inhibition. inhibition, % at 9.99 µM. actives 0.05% (n = 350,000). ERp5 insulin aggregation, absorbance 650 nm, 90 min;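 active = mean replicate inhibition above about 25%, with every replicate also reaching it, limit read from the data, passing the limit was not always enough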
# RAD52 anneal inh – inhibitors of human RAD52 DNA annealing | P43351 | recombinant RAD52 DNA annealing, FRET fluorescence | inhibition, % at 18.7 µM | actives 0.46% (n = 360,000) | AID 651710;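 active = every replicate showing at least 50% inhibition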
# Target sequence (P43351 whole entry, looked up): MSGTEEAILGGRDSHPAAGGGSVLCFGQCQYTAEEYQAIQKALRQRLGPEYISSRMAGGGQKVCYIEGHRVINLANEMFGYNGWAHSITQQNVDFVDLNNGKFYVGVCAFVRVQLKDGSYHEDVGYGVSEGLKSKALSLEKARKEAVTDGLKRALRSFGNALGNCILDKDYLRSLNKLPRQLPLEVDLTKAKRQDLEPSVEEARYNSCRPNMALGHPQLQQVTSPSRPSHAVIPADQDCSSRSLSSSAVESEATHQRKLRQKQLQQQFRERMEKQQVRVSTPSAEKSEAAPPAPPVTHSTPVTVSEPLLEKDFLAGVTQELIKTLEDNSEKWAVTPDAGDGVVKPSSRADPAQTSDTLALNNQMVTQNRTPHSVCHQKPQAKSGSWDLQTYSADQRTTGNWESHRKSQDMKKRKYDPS
# E-sel inducer – induces E-selectin expression in human endothelial cells. P16581. HUVEC E-selectin immunofluorescence imaging; normalized: neutral wells 0, TNF-alpha wells 100. activation, % at 7.58 µM. actives 0.37% (n = 260,000). AID 686992;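 active = mean E-selectin-positive cell signal at least 10% of the positive control, reached in at least 60% of replicates, without over 20% cell loss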;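 note: in these data hits start at about 27%; measured in HUVEC primary endothelial cells; signal is the percent of cells scored E-selectin positive by PE staining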
# Target sequence (P16581 whole entry, looked up): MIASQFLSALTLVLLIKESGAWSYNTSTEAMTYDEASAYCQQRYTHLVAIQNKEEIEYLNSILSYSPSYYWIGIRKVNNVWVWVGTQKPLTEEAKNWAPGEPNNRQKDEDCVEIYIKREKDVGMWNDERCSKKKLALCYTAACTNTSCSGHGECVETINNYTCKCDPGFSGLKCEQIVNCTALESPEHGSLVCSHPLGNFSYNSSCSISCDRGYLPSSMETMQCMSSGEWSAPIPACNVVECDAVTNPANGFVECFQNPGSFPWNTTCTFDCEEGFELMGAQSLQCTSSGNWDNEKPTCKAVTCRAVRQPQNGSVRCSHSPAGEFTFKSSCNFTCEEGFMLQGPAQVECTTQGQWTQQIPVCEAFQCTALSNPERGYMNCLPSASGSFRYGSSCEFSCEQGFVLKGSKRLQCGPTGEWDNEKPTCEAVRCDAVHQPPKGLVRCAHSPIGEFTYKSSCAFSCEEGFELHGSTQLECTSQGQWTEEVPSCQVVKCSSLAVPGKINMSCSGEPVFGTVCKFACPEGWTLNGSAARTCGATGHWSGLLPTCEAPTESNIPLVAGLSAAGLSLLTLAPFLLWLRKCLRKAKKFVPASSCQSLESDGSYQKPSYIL
#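 System: HUVEC, human umbilical vein endothelial cells; quantity: 3,000 cells/well; buffer or medium: EGM-2 medium, gelatin-coated wells; dosing: single-point compound dose; detection: immunofluorescence imaging; evaluation: % PE-positive cells; benchmarks: TNF-alpha, DMSO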
# esBAF inh – blocks esBAF chromatin remodeling in mouse ES cells; AID 602393; reporter increase, % at 12.5 µM; Bmi1-luciferase knock-in reporter, 24 h; 100% = twice the neutral-well signal; actives 2% (n = 350,000); in the data active = activation above about 40%;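 note: 0% = median of the plate's neutral control wells and 100% = double that signal; a rise in the Bmi1 reporter signal indicates esBAF inhibition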
# RAD54 branch – inhibitors of human RAD54 branch migration. Q92698. AID 602329. RAD54 Holliday junction branch migration, FAM/BHQ fluorescence. actives 0.14% (n = 360,000). inhibition, % at 10.4 µM;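 active = mean normalized replicate activity at least 40 and at least half of replicates scoring 40 or more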;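 note: 0% = median of neutral control wells and 100% = median of positive control wells; inhibitors cause a drop in the FAM fluorescence signal; in these data hits start at about 50%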
# Numbers without * were called inactive; . = no result given; & = joins results of further samples. These rows are one share of the data, so the mix of outcomes need not match the whole.
SMILES,PglD DTNB,ARNT-TACC3 inh,Casp6 inh,ERp5 inh,RAD52 anneal inh,E-sel inducer,esBAF inh,RAD54 branch
O=C(c1ccc(F)cc1)C(Cc1ccccc1)N1CCCCC1 (configuration not stated),.,-3.8,3.1,-1.2,-10.1,-1.7,.,.
COC(=O)C1=C(c2ccccc2)C[C@@H]2CC[C@H]1N2C(=O)NCc1cccc2ccccc12,-3.4,.,-0.1,1.5,-8.2,-0.2,2.1,8.4
Cc1ccc(-n2c(/C=C/c3ccccn3)nc3ccccc3c2=O)cc1,-1.2,-12.2,-3.4,2.5,-8.3,0.2,-0.6,-3.6
O=C(CNC(=O)OCc1ccccc1)Nc1ccc(Br)cc1C(=O)c1ccccc1Cl,.,-4.5,-4.8,0.1,-8.9,1.9,.,.
COc1cc(C[C@@H](C)N)c(OC)cc1I,4.2,-0.7,1.8,-1.5,-24.1,-0.1,-2.1,3.1
COc1ccc2[nH]cc(CCN=C(N)N)c2c1,5.2,.,-3.1,-9.5,-22.1,.,-6.9,9.0
C/C(=N/OC(=O)N(C)C)c1ncc(C(F)(F)F)cc1N1CCOCC1,2.7,1.1,.,.,.,.,-5.3,-10.2
Cc1cc(C(=O)CS(=O)c2ccc(F)cc2)cc(C)c1OC(=O)N(C)C (configuration not stated),.,-3.3,0.0,2.7,-15.6,.,13.6,.
C=CCn1c(O)c(C(C)=NCCCO)c(=O)[nH]c1=O,9.3,-7.2,.,.,.,.,-6.3,-6.8
Cc1ccc(C(c2nnnn2Cc2ccccc2)N2CC=C(c3ccc(F)cc3)CC2)cc1 (configuration not stated),5.3,0.7,.,.,.,.,-4.6,-6.7
NC(Cc1ccccc1Cl)c1nn[nH]n1 (configuration not stated),-8.0,.,14.7,-3.2,-16.1,.,11.5,-8.9
COC(=O)C1=C(c2ccc(C(C)=O)cc2)C[C@@H]2CC[C@H]1N2C(=O)NCc1ccc2c(c1)OCO2,-0.5,15.2,3.7,-3.7,-13.5,-0.1,-3.7,-2.7
O=C(CCC(=O)N1CCC2(CC1)OCCO2)Nc1nnc(C(F)(F)F)s1,3.6,0.9,0.1,-1.5,-12.0,.,-6.2,-2.4
C=CCn1c(O)c(C(C)=NCCCN2CCOCC2)c(=O)[nH]c1=O,-4.5,-5.5,-23.1,-3.9,-10.5,.,-6.2,-2.6
O=C(O)[C@H]1[C@H](CO)[C@H]2Cn3c(ccc(-c4cncnc4)c3=O)[C@@H]1N2C(=O)NC1CCCC1,-0.2,-8.4,-0.4,6.2,7.1,-1.8,4.8,-2.4
COc1ccccc1-n1c(/C=C/c2ccccn2)nc2ccccc2c1=O,3.5,2.5,-3.4,-1.7,-6.0,0.1,-3.6,-9.3
Cc1ccc(CN2CCSc3ccc(C(=O)N4CCC5(CC4)OCCO5)cc32)cc1,1.4,3.0,-2.4,5.8,-18.0,-0.1,0.1,6.8
CC1(C)C(C(=O)NCc2ccco2)C1(C)C,1.7,-13.4,.,.,.,.,0.3,5.9
O=P(C(c1ccc2c(c1)OCO2)N1CCOCC1)(N1CCOCC1)N1CCOCC1 (configuration not stated),-1.8,-5.3,.,.,.,.,-3.8,5.0
CC1(C)C2([N+](=O)[O-])CNCC1([N+](=O)[O-])CNC2,2.8,5.0,.,.,.,.,-6.4,3.0
CCCCn1c(=O)c(C(=O)NCc2ccccc2Cl)c(O)c2ccccc21,-3.3,-7.3,-0.2,1.7,-0.2,.,-4.3,1.3
COc1ccccc1-n1c(-c2cccs2)nc2ccccc2c1=O,.,-1.8,0.7,0.9,-7.0,.,.,.
CCOC(=O)C1CCN(C(C)C(=O)c2c(C)[nH]c3cc(C)ccc23)CC1 (configuration not stated),-5.6,-10.2,.,.,.,.,-7.9,3.2
Clc1ccc2c(c1)C(c1ccccc1Cl)=NCc1nncn1-2,4.7,10.4,.,.,.,.,-28.7,3.3

# Molecules above with an aryl methoxy group, in the order listed:
SMILES,PglD DTNB,ARNT-TACC3 inh,Casp6 inh,ERp5 inh,RAD52 anneal inh,E-sel inducer,esBAF inh,RAD54 branch
COc1cc(C[C@@H](C)N)c(OC)cc1I,4.2,-0.7,1.8,-1.5,-24.1,-0.1,-2.1,3.1
COc1ccc2[nH]cc(CCN=C(N)N)c2c1,5.2,.,-3.1,-9.5,-22.1,.,-6.9,9.0
COc1ccccc1-n1c(/C=C/c2ccccn2)nc2ccccc2c1=O,3.5,2.5,-3.4,-1.7,-6.0,0.1,-3.6,-9.3
COc1ccccc1-n1c(-c2cccs2)nc2ccccc2c1=O,.,-1.8,0.7,0.9,-7.0,.,.,.

# (more compounds)
SMILES,PglD DTNB,ARNT-TACC3 inh,Casp6 inh,ERp5 inh,RAD52 anneal inh,E-sel inducer,esBAF inh,RAD54 branch
CC(=O)Nc1cc(C(=O)N2CCC3(CC2)OCCO3)ccc1Sc1ccc(F)cc1,.,-22.1,0.5,1.5,-5.2,.,.,.
Cc1cccc(C)c1OP(N)(=O)Oc1c(C)cccc1C,.,-7.8,-0.9,-0.1,9.6,0.0,3.8,.
CCCc1c(C)nc(-c2ccc(C)cc2)nc1OC(=O)N(C)C,.,-5.8,-2.2,1.2,-10.4,1.3,.,.
Cc1cccc(-n2c(/C=C/c3ccc([N+](=O)[O-])o3)nc3ccccc3c2=O)c1,-1.8,-2.0,3.2,-10.9,-138.8,.,.,-6.5
CC(C)NC(=O)Cn1cc(C(=O)c2ccccc2F)c2ccccc21,-3.7,27.8,.,.,.,.,-4.8,6.6
O=C1NC(=O)C(=Cc2coc3ccc(O)cc3c2=O)C(=O)N1,6.8,-0.3,16.4,3.7,-41.7,0.0,1.6,2.9
COc1ccccc1N1CCN(Cc2cccc(OC)c2O)CC1,0.0,2.1,3.6,2.3,-6.1,.,4.8,-0.5
COc1cc2c(cc1OC)-c1c3c(cc4c1[C@@H](C2)N(C)CC4)OCO3,2.7,35.3*,48.0*,7.2,100.2*,-0.1,0.5,104.4*
N=c1sc2c(n1Cc1ccccc1)CCCC2,2.6,0.4,-0.2,1.8,-10.6,.,-1.6,-0.2
CC(=NCCO)c1c(O)n(C)c(=O)n(C)c1=O,-2.6,-28.8,0.8,1.7,-3.2,.,4.6,-13.9
COC(=O)[C@H]1[C@H](CO)[C@H]2Cn3c(ccc(-c4ccc(F)cc4)c3=O)[C@@H]1N2Cc1ccccc1,-4.0,0.4,1.3,6.6,-2.6,-0.1,-0.1,0.8
Cc1cccc(NC(N)=S)c1,3.6,1.3,-4.8,-20.0,-1.1,.,6.6,-2.0
O=C1C=CC(=O)C2C1C1(Cl)C(Cl)=C(Cl)C2(Cl)C1(Cl)Cl (configuration not stated),-3.4,-1.4,7.9,-1.4,-11.7,-0.1,.,4.9
CCCC#Cc1ccc([C@H]2[C@H](CO)N3CCCCN(C(=O)Cc4ccccn4)C[C@@H]23)cc1,-1.0,2.3,-1.2,-4.9,-31.5,-0.1,.,10.6
C[C@@H]1CN([C@H](C)CO)C(=O)CCCn2cc(nn2)CO[C@H]1CN(C)C(=O)Oc1ccc2ccccc2c1,-0.4&-3.1&-1.6,0.5&-1.8,-1.4&-1.6,1.7&2.1,0.9&5.7,0.1,9.8&2.4&1.7,-4.3&3.3&1.8
CC(=O)N1N=C2C3CCN(CC3)C2C1c1cccc2ccccc12 (configuration not stated),1.4,0.5,0.5,3.2,-4.7,.,-3.8,2.7
COC(=O)C1=C(c2cccc(OCc3ccccc3)c2)C[C@@H]2CC[C@H]1N2C(=O)NNCc1ccccc1,-5.8,3.0,-1.9,1.7,-14.9,-0.3,4.8,3.5
COc1cccc(CNC(=O)CCC(=O)N2C[C@H]3C[C@H](C2)c2cccc(=O)n2C3)c1OC,-6.6,-12.8,-9.3,11.3,-3.9,.,0.6,14.5
CCOc1ccc(NC(=O)CCNC(=O)N2C[C@H]3C[C@@H](C2)c2cccc(=O)n2C3)cc1,2.1,0.4,-2.6,3.8,-11.4,.,11.6,-21.1
CNCCc1ccc(O)c(O)c1,2.3,-0.1,-12.5,0.8,19.9,0.0,-0.6,-3.7
CCCCOC(=O)C1=C(N)OC2=C(C(=O)CCC2)[C@]12C(=O)N(C)c1ccccc12,5.7,1.0,.,.,.,.,-0.3,-1.4
CCCCCCN=C(C)c1c(O)n(Cc2ccccc2)c(=O)[nH]c1=O,-3.8,2.3,.,.,.,.,-1.9,3.3
COc1ccc(NC2=NC(C)(C)CS2)cc1,-5.1,-7.8,-5.1,5.8,-22.2,0.0,28.2,-7.1
CSCCC(c1nnnn1C1CCCC1)N1CCC2(CC1)C(=O)NCN2c1ccccc1 (configuration not stated),1.6,.,2.1,-0.2,-19.1,-1.8,-4.5,-4.0

# Molecules above that have a Cl atom:
SMILES,PglD DTNB,ARNT-TACC3 inh,Casp6 inh,ERp5 inh,RAD52 anneal inh,E-sel inducer,esBAF inh,RAD54 branch
O=C(CNC(=O)OCc1ccccc1)Nc1ccc(Br)cc1C(=O)c1ccccc1Cl,.,-4.5,-4.8,0.1,-8.9,1.9,.,.
NC(Cc1ccccc1Cl)c1nn[nH]n1 (configuration not stated),-8.0,.,14.7,-3.2,-16.1,.,11.5,-8.9
CCCCn1c(=O)c(C(=O)NCc2ccccc2Cl)c(O)c2ccccc21,-3.3,-7.3,-0.2,1.7,-0.2,.,-4.3,1.3
Clc1ccc2c(c1)C(c1ccccc1Cl)=NCc1nncn1-2,4.7,10.4,.,.,.,.,-28.7,3.3
O=C1C=CC(=O)C2C1C1(Cl)C(Cl)=C(Cl)C2(Cl)C1(Cl)Cl (configuration not stated),-3.4,-1.4,7.9,-1.4,-11.7,-0.1,.,4.9

# More results
SMILES,PglD DTNB,ARNT-TACC3 inh,Casp6 inh,ERp5 inh,RAD52 anneal inh,E-sel inducer,esBAF inh,RAD54 branch
O=c1c(C=Nc2cccnc2Cl)c(O)n(CCCCl)c(=O)n1C1CCCCC1,.,3.4,2.3,2.7,-470.9,.,.,.
Cc1ccc(OCC(=O)N2CCN(Cc3ccc4c(c3)OCO4)CC2)cc1C,.,10.1,-1.0,4.7,-15.4,.,-11.4,.
Cc1nonc1-c1nc(-c2nonc2N)n[nH]1,5.1,7.6,.,.,.,.,-1.6,-14.9
C[C@]12CCC(=O)C=C1CC[C@@H]1[C@@H]2CC[C@]2(C)C(=O)CC[C@@H]12,2.5,-2.3,4.2,0.9,-6.3,0.0,-4.3,0.8
NC(=O)C1(N2CCCCC2)CCN(Cc2ccccc2)CC1,-2.0,-1.4,-0.6,0.1,-11.1,.,-4.6,6.0
COc1ccc(CCNCc2ccsc2)cc1OC,-1.3,-4.4,-2.4,0.1,-14.1,.,-1.0,-5.6
CC(=O)C1C(N2CC2)CC2C3CCC4=CC(=O)CCC4(C)C3CCC21C (configuration not stated),.,7.0,0.0,7.6,-4.8,.,.,.
Cn1c(O)c(C=Nc2ccc(F)cc2)c(=O)[nH]c1=O,-0.3,-2.4,-3.5,-6.3,-23.4,-0.1,-5.6,-5.0
O=C(COc1ccccc1)N1CCN(C2CCCC2)CC1,1.4,-1.3,.,.,.,.,2.4,6.1
O=C(c1ccccc1)c1cn(CC(=O)N2CCCC2)c2ccccc12,-1.0,-0.3,4.0,0.1,-1.9,-2.2,-0.2,11.9
COC(=O)C1=C(c2cccc(OCc3ccccc3)c2)C[C@@H]2CC[C@H]1N2C(=O)NCc1ccc(C(C)(C)C)cc1,-1.9,-5.3,0.4,1.2,-5.1,-0.1,6.0,6.8
Cc1ccc(N2C(=O)NC(=O)/C(=C/c3ccc(OC(=O)c4cccs4)cc3)C2=O)cc1,3.3,-31.8,.,.,.,.,2.1,1.2
CN1CCN(Cc2nc3ccccc3c(=O)[nH]2)CC1,.,-4.3,0.2,-4.4,-11.3,.,-0.9,.
CCC(=NCCCN(CC)CC)c1c(O)n(C2CCCCC2)c(=O)[nH]c1=O,2.5,1.5,.,.,.,.,3.0,2.2
CCCCCCN=C(C)c1c(O)n(CCCC)c(=O)[nH]c1=O,0.5,-0.4,.,.,.,.,-3.0,10.5
Cc1cc(C)n(CCOC(=O)C2C(C=C(Cl)Cl)C2(C)C)n1 (configuration not stated),2.0,26.5,.,.,.,.,-1.3,3.1

# Screens (PubChem)
